# PAFAH1B2 inh: inhibitors of human PAFAH1B2 | inhibition, % at 3.39 µM | recombinant PAFAH1B2, FP-rhodamine activity probe, fluorescence polarization | 340,000 compounds, 1.2% hits | AID 492953 | P68402;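 active = inhibition above the mean of all tested compounds plus 3 SD, cut at about 24% in these data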;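 also: 0% = enzyme with DMSO and 100% = wells lacking PAFAH1B2; many of its hits are not listed in these tables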
# pPAFAH FP inh: pPAFAH (human) enzyme inhibition. Q13093. recombinant pPAFAH, FP-rhodamine probe fluorescence polarization. inhibition, % at 3.39 µM. 330,000 compounds, 1.5% hits. AID 463082;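 active = inhibition above the mean inhibition across the screen plus 3 SD, cut at about 25% in these data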;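 also: inhibitors block binding of the rhodamine activity-based probe so polarization drops; 0% = enzyme with DMSO and 100% = wells lacking pPAFAH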
# MEX-5 binding: C. elegans MEX-5 TCR-2 RNA binding activity; Q9XUB2; MEX-5/FITC-TCR2 RNA binding, fluorescence polarization; hits give low values; activity score (negative = inhibition of binding), % at 10 µM; 300,000 compounds, 0.38% hits; AID 1832;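 active = inhibition past about -25% in most replicates, and total fluorescence under double the plate's negative control median, limit read from the data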;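 also: 0% = DMSO and -100% = 5 µM competing unlabeled TCR2 RNA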
# Target sequence (Q9XUB2 whole entry, looked up): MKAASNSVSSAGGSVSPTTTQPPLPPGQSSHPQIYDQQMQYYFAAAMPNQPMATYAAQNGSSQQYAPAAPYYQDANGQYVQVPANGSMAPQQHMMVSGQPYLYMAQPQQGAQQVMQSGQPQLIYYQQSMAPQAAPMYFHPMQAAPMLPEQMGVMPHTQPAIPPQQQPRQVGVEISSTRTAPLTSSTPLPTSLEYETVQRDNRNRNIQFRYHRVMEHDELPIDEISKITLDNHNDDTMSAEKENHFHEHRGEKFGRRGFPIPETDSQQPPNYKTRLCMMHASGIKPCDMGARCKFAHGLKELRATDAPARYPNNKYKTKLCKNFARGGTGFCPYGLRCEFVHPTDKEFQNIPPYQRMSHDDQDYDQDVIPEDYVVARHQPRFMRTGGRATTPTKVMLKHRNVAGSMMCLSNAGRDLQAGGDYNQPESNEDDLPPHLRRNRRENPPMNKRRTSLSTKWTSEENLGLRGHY
# PME-1 primary: PME-1 (human) inhibition; inhibition, % at 5.9 µM; AID 2130; 320,000 compounds, 0.53% hits; recombinant PME-1, FP-Rh probe fluorescence polarization; Q9Y570;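 active = inhibition above the campaign mean of all compounds plus 3 SD, cut at about 26% in these data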;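 also: competitive labeling of PME-1 active site by serine hydrolase directed probe; 0% = PME-1 with DMSO and 100% = wells lacking PME-1 enzyme; inhibitors block probe labeling so polarization falls and inhibition rises; many of its hits are not listed in these tables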
# BCLXL inh: Bcl-xL (human) inhibition | Q07817 | GST-Bcl-xL / FITC-Bim BH3 peptide fluorescence polarization | inhibition, % at 10.9 µM | 320,000 compounds, 0.7% hits | AID 2129;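 active = inhibition above the mean of all tested compounds plus 3 SD, cutoff set per campaign, cut at about 30% in these data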;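 also: 0% = DMSO wells and 100% = unlabeled Bim-BH3 peptide competitor; inhibitors lower millipolarization by displacing the labeled peptide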
# Fam108B inh: counter-screen for RBBP9 inhibitors: inhibitors of mouse Fam108B. recombinant Fam108B, FP-Rh probe fluorescence polarization. inhibition, % at 9.51 µM. 300,000 compounds, 0.33% hits. AID 1947;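 active = inhibition above the screen mean inhibition plus 3 SD, computed separately per campaign, cut at about 18% in these data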;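 also: inhibitors lower polarization as less probe binds the enzyme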
# GLD-1 RNA inh: GLD-1-TGE RNA interaction inhibition (C. elegans) | 320,000 compounds, 0.44% hits | AID 2280 | inhibition, % at 5.96 µM | purified GLD-1 + fluorescein TGE RNA, fluorescence polarization;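 active = percent inhibition above a per-plate cutoff, the plate mean of test compounds plus 3 SD, cut at about 30% in these data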;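 also: 0% = DMSO wells with GLD-1 and probe and 100% = wells lacking GLD-1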
# Target sequence (Q17339 whole entry, looked up): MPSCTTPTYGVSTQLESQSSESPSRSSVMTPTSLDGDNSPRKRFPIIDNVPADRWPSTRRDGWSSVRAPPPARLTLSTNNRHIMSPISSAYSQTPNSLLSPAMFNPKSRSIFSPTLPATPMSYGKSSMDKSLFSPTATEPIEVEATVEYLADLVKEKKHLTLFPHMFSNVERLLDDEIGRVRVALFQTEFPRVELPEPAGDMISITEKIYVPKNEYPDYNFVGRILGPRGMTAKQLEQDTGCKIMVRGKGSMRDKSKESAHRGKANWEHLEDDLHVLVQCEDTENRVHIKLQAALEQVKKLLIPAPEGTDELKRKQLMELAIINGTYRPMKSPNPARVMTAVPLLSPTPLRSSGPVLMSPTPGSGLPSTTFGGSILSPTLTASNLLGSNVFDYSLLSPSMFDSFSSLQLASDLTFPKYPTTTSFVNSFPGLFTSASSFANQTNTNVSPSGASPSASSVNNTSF
# AHR act: activates the human aryl hydrocarbon receptor; P35869; AHR-responsive luciferase reporter cells, luminescence; activation, % at 5 µM; 320,000 compounds, 2.5% hits; AID 2796; in the data active = activation above about 47%;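 also: 0% = vehicle wells and 100% = reference agonist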
# MCL1-BIM inh: MCL1-BIM-BH3 interaction inhibition (human) | Q07820 | GST-MCL1 / FITC-Bim-BH3 fluorescence polarization | inhibition, % at 10.9 µM | 320,000 compounds, 0.68% hits;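 active = inhibition above the mean inhibition of all tested compounds plus 3 SD, set per campaign, cut at about 40% in these data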;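 also: 0% = DMSO wells and 100% = unlabeled Bim-BH3 peptide control; higher means more loss of mP so more displacement of Bim peptide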
# Starred values were filed as active, the others as inactive; x = not tested or not shown.
SMILES,PAFAH1B2 inh,pPAFAH FP inh,MEX-5 binding,PME-1 primary,BCLXL inh,Fam108B inh,GLD-1 RNA inh,AHR act,MCL1-BIM inh
COc1cc(/C=C/C(=O)NC(=O)c2ccccc2O)ccc1OC(C)=O,10,3,3.6,-4,9,3,2,2,4
CCC(=O)Nc1c(C)n[nH]c1C,-2,-2,-1.1,2,2,2,2,-2,8
C=CCOc1c(CNc2cccc(C(=O)O)c2)cccc1OC,1,-5,-1.8,-4,4,5,-6,21,-6
COC(=O)c1cn(NC(=O)c2ccc([N+](=O)[O-])c(C)c2)c(=O)c2ccccc12,-1,6,2.0,-2,8,-1,9,2,-3
CCOC(=O)Cc1csc(NC(=O)c2csc3c2CCCC3)n1,-3,7,-2.9,-1,5,2,6,7,5
CCOC1OC(=O)C(Cl)=C1Nc1ccc(C)cc1C (stereo unspecified),-3,0,0.9,3,1,-6,3,0,-2
COc1ccccc1Oc1nc(-c2cccnc2)nc2ccccc12,-8,8,3.7,-2,2,1,6,23,4
O=C(O)[C@@H]1CCCN1C(=O)COc1ccc2c3c(c(=O)oc2c1)CCC3,4,0,-1.3,-2,-1,2,5,0,-3
CN(C)Cc1nc2c(c(=O)[nH]1)C1(CCCCC1)Cc1ccccc1-2,20,10,-1.2,-2,7,-1,-2,-1,2
C=CCNc1nc(C(F)(F)F)nc2c1nnn2Cc1ccccc1Cl,-4,-3,-1.5,0,1,0,0,-1,-1
COc1cccc(OCc2cc(C(=O)NCc3ccc4c(c3)OCO4)no2)c1,2,7,4.0,-1,3,-1,0,-1,-2
CCc1c(O)nc(SCC(=O)Nc2nc3ccccc3s2)n(-c2ccccc2)c1=O,6,4,-1.7,6,8,0,10,3,6
CSCC(=O)N1CCC(Oc2cccc(C(=O)NCc3ccccn3)c2)CC1,-1,0,-0.9,-8,-4,-1,2,2,-4
COc1ccc(C2CC2C(=O)c2ccccn2)cc1 (stereo unspecified),6,4,0.5,-1,5,3,-4,0,7
Cc1cc(=O)oc(C)c1C(=O)n1nc(C)c2c1C[C@@H]1[C@H]2C1(C)C,3,8,-3.0,4,5,-3,4,0,3
CCOc1cccc(C(=O)Nc2ccccc2N2CCN(C(=O)C(C)C)CC2)c1,6,2,-0.7,6,1,-4,2,-9,-4
Cc1cc(C)cc(N(CCC#N)C(=O)COC(=O)c2nc3nc(C)cc(C)n3n2)c1,4,-2,-0.3,2,-4,-2,12,1,-3
COc1ccc(CCNC(=O)c2ccc3nc(N4CCOCC4)sc3c2)cc1OC,6,-5,0.5,-5,-2,-1,3,17,4
S=C1NCCOCCOCCOCCOCCNC(=S)N2CCOCCOCCN1CCOCC2,4,1,2.9,0,5,8,-3,1,6
Cn1cnc([N+](=O)[O-])c1Sc1ncccc1N,2,-3,-3.4,-7,7,3,5,1,1
CS(=O)(=O)N1CCCC(C(=O)N2CCN(c3cccc(Cl)c3)CC2)C1 (stereo unspecified),5,4,0.7,-6,-3,0,-1,-2,-1
CCN1CCN(C(=O)CCc2nnc(CCc3c[nH]c4ccccc34)o2)[C@@H](C)C1=O,7,4,1.9,-9,1,-2,5,3,-4
CN(C)/C=N/c1cnc(C(=O)c2ccc(Cl)cc2)n1C,8,-4,2.0,-3,2,1,-2,4,1
CN(C)C(=O)c1ccc(-n2cnc3ccccc3c2=O)cc1,5,5,0.0,0,-2,3,1,1,0
O=C(Nc1ccc(F)c(Cl)c1)Nn1cnnc1,5,1,2.1,-2,2,4,-5,4,9
CCC(C)c1ccc(NC(=O)c2[nH]c(C)c(C(C)=O)c2C)cc1 (stereo unspecified),-2,4,-3.5,-17,2,0,-1,-2,5
CC(c1nc2ccccc2n1Cc1ccccc1)N1CCCCC1 (stereo unspecified),5,4,0.2,5,-2,2,2,1,-2
Cc1c(C2CC(=O)N(c3ccccc3)C2=O)[nH]n(-c2ccccc2)c1=O (stereo unspecified),8,-1,-0.6,-2,10,4,7,4,7
NC(=O)COc1ccc2c3c(c(=O)oc2c1)CCCCC3,6,19,x,3,2,-3,6,8,1
CCc1nn2c(=O)c(S(=O)(=O)Nc3ccc(Cl)cc3)c(C)nc2s1,-1,-3,-0.3,5,-3,-1,1,-1,-1

# Single records (already shown). Values in the order: PAFAH1B2 inh	pPAFAH FP inh	MEX-5 binding	PME-1 primary	BCLXL inh	Fam108B inh	GLD-1 RNA inh	AHR act	MCL1-BIM inh
# `COc1cc(/C=C/C(=O)NC(=O)c2ccccc2O)ccc1OC(C)=O` is entered as 10	3	3.6	-4	9	3	2	2	4
# `NC(=O)COc1ccc2c3c(c(=O)oc2c1)CCCCC3` is entered as 6	19	x	3	2	-3	6	8	1

# (next part)
SMILES,PAFAH1B2 inh,pPAFAH FP inh,MEX-5 binding,PME-1 primary,BCLXL inh,Fam108B inh,GLD-1 RNA inh,AHR act,MCL1-BIM inh
CCCCCN(C(=O)CCC(=O)OCC(=O)NC1CCC(C)CC1)c1c(N)n(CCCC)c(=O)[nH]c1=O (stereo unspecified),1,3,-1.5,0,-8,2,-4,4,-19
Cc1nnc(NC(=O)c2ccccc2-c2ccccc2C(=O)O)s1,3,0,0.7,-2,7,3,6,3,-3
COc1ccc(NC(=O)N2CCCCCC2)cc1OC,1,2,1.8,1,4,2,-3,8,2
O=c1cc(NCc2ccco2)c2ccccc2o1,4,0,4.1,4,7,-1,3,2,4
CCNc1nc(NC(C)C)nc(Oc2ccc(=O)n(C)n2)n1,3,-1,1.4,-3,7,0,5,-1,1
CC1=NS(=O)(=O)c2cc(Cl)ccc2N1,4,2,0.7,-3,5,2,-1,-3,1
Cc1ccc2c(c1)c(CC(=O)Nc1ccc(F)cc1)c(C(=O)O)n2C,2,11,0.7,-1,6,-4,2,6,13
CCOC(=O)COc1ccc2c(=O)c(-c3ccccc3)coc2c1,1,8,3.8,5,6,0,4,6,5
O=C(/C=C/c1cccc(Cl)c1)NCCCN1CCOCC1,3,6,0.9,-1,6,3,8,2,9
C=CCn1c(O)c(C(CC)=NCc2cccnc2)c(=O)[nH]c1=O,2,-2,-1.2,-4,1,0,-6,19,-1
COC(=O)CN=C1OC(=O)N2C(=O)C3=C4[C@@H](C[C@H]5C(=O)N(c6ccccc6)C(=O)[C@H]5[C@H]4[C@@]12Cc1ccccc1)[C@H]1C(=O)N(c2ccccc2)C(=O)[C@H]1[C@H]3C,2,0,-2.7,-10,20,-3,24,-7,28
Cn1nc(C(F)(F)F)c(C(=O)Nc2cccc(Cl)c2)c1Cl,2,1,2.0,3,2,5,-2,2,3
O=C(c1ccc(COc2ccccc2[N+](=O)[O-])o1)N1CCCCCC1,1,6,-2.2,2,7,3,-1,12,4
Nc1nc(SCC(=O)NC2CCCc3ccccc32)n[nH]1 (stereo unspecified),4,-2,-1.5,1,0,2,3,0,2
COc1ccccc1C(=O)NNC(=O)c1ccccc1Br,2,4,0.3,-3,-3,0,5,37,-2
CCOc1ccc(S(=O)(=O)N2CCc3cc(OC)c(OC)cc3C2)cc1,6,-1,2.6,7,2,6,7,1,9
O=C(CSc1nc2ncc(Cl)cc2[nH]1)NCC(=O)Nc1ccc(F)c(F)c1F,14,0,1.0,-3,-8,0,-1,7,-3
O=C(NNC(=O)C1CCN(Cc2cccc(F)c2)CC1)c1cccc(Cl)c1,3,2,-1.3,2,4,1,0,0,-6
Cc1noc(C)c1C(=O)N1CCN(C(=O)c2sc3cc(Cl)ccc3c2Cl)CC1,1,11,-1.0,24,5,-4,9,0,-2
O=C(Nc1ncc2c(n1)-c1ccccc1OC2)c1ccc(Cl)cc1,3,-2,0.8,-2,10,-1,5,37,8
COc1ccc2c(c1)cc1n2CCN=C1NN,0,0,1.0,6,0,1,4,8,1
COc1ccc2cc3cc(C(=O)NCc4cccnc4)oc3nc2c1,4,-4,-1.4,-2,5,1,-4,-2,2
CCN1CCc2nc(NC(=O)c3cc(F)c(F)cc3Cl)sc2C1,2,3,-3.4,-6,-5,-6,-4,14,-5
CC1Sc2ccc(S(=O)(=O)N3CCC(C(=O)NCc4ccc(Cl)cc4)CC3)cc2NC1=O (stereo unspecified),5,10,-0.5,20,3,-3,-5,2,-1
Cc1ccc(Cl)cc1N1CCN(C(=O)COc2ccc3c(c2)CCC3)CC1,-5,1,-1.5,1,-8,-1,0,3,-22
COc1ccccc1NC(=O)c1nnn(Cc2ccccc2)c1NC(=O)C(F)(F)F,12,-3,1.5,-5,2,1,4,7,7
Cc1cc(C)n(-c2cc(N3CCN(S(=O)(=O)c4ccc(Cl)cc4)CC3)ccc2[N+](=O)[O-])n1,12,5,0.1,5,4,-3,5,0,2
O=C(CCc1nnc2n(Cc3ccc(F)cc3)c(=O)c3ccccc3n12)NCCN1CCOCC1,0,-4,0.3,-2,3,4,-1,-1,4
CN(C)CCCNC(=O)C(=O)Nc1cc2c3c(c1)CCC(=O)N3CCC2,4,3,1.1,-5,-1,2,8,4,1
Cc1cc(/C=N\NC(=O)CC(=O)NC2CCCCC2)c(C)n1-c1ccc(Cl)cc1,3,11,1.5,3,4,0,8,0,4
CCOC(=O)c1ccccc1NC(=O)Cn1cnc2c(oc3ccccc32)c1=O,0,-3,0.4,-1,11,3,2,2,7
Cn1cc([N+](=O)[O-])c(C(=O)NNC(=O)c2ccc([N+](=O)[O-])cc2Cl)n1,-1,4,-0.6,-3,2,1,-1,0,0
CCc1noc(C)c1C(=O)NCCc1ccc(F)cc1,8,-2,-1.0,3,-1,-2,-2,-1,1
COC(=O)Cn1c(O)c(N=NC(=O)CNC(=O)COc2cccc(C)c2)c2ccccc21,0,10,1.2,-6,1,-1,0,14,6
NC(=O)c1sc2nc3c(cc2c1N)CCCCCC3,10,7,3.0,0,9,0,-4,6,8
CNC(=O)c1nnn(Cc2ccccc2)c1NC(=O)C(F)(F)F,1,-2,0.0,-3,-3,0,-3,1,0
C/C=C/C=C\C(=O)Nc1cccc(C2=NOC3(C2)C[C@H](C(N)=O)N(C(=O)/C=C/C)C3)c1 (stereo partly specified),-2,0,0.3,-10,6,-14,6,5,-5
CCn1c(C)nc2cc(S(N)(=O)=O)ccc21,7,2,-2.8,-1,-1,1,2,0,1
COc1ccc(CCCc2n[nH]c(=S)o2)cc1,0,-1,1.9,-12,-29,-1,-7,3,-18
O=C(O)CSc1ccc(Oc2ccc(SCC(=O)O)cc2)cc1,2,-1,-0.8,-2,4,-4,-1,-2,4
CCOc1ccc(-n2c(-c3ccc(OC)cc3)c[n+]3c2CCCCC3)cc1,-3,-2,-1.3,4,6,0,-5,-5,0
Cc1c(NC(=O)CCC(=O)N2CCCCC2)c(=O)n(-c2ccccc2)n1C,-2,3,1.3,3,-2,3,3,2,-4
CCC(=O)c1ccc(OCC(=O)Nc2ccc3c(c2)OCCO3)cc1,2,6,x,x,x,x,-4,6,x
CC1CCN(C(=O)C(C)c2ccc([N+](=O)[O-])cc2)CC1 (stereo unspecified),-2,2,2.9,-3,-1,1,-18,2,-1
Cc1ccc(S(=O)(=O)N2CCN(Cc3nc4sc5c(c4c(=O)[nH]3)CCCC5)CC2)cc1,5,-4,-11,1,-1,-1,-8,2,-17
O=C(COC(=O)c1ccc(Cl)cc1[N+](=O)[O-])NC(=O)c1ccccc1,4,1,1.9,3,1,1,0,-1,-1
O=C(Nc1ccc(CN2CCOCC2)cc1)c1ccc(-c2cc(Cl)ccc2Cl)o1,-16,3,0.7,-29,2,-16,2,-3,7

# Not all compounds are listed (hit frequency here may not be typical).
